All columns: NCI-60 one-dose screen, growth in % after 48 h at 10 µM unless noted; 100 = growth as untreated, 0 = no growth, -100 = all killed.
IGROV1: IGROV1 ovarian cancer; hit rate 4.7% among 79,000
SK-OV-3: SK-OV-3 ovarian cancer cells; hit rate 3.2% among 80,000
UO-31: UO-31 renal cancer; hit rate 5.2% among 81,000
OVCAR-5: OVCAR-5 ovarian cancer; AID 1794783; hit rate 2.9% among 82,000
786-0: 786-0 renal cancer cells | hit rate 5.1% among 81,000 | AID 1794775
SN12C: SN12C renal cancer cells; hit rate 3.8% among 81,000
TK-10: TK-10 renal cancer cells; hit rate 3.9% among 81,000; AID 1794769
OVCAR-4: OVCAR-4 ovarian cancer cells; hit rate 3.7% among 80,000; AID 1794784
Active calls of the source: *; x = no result given. The calls were made as follows: active = growth percent below 10; inactive = the rest.

SMILES | IGROV1 | SK-OV-3 | UO-31 | OVCAR-5 | 786-0 | SN12C | TK-10 | OVCAR-4
CC1CC(c2c(O)cc(O)c3c(=O)c(O)c(-c4ccc(O)cc4)oc23)NC1=O (stereo not given) | 111 | 95 | 85 | 102 | 101 | 103 | 91 | 106
COc1ccc(C(C)c2cc(OC)c(OC)c(OC)c2)cc1 (stereo not given) | 28 | 33 | 47 | 50 | 23 | 39 | 68 | 34
O=C1Nc2ccccc2C12CCCc1ccccc12 (stereo not given) | 104 | 95 | 91 | 93 | 102 | 106 | 99 | 96
CC(=O)C1=C(C)NC(NN)=NC1c1ccc([N+](=O)[O-])cc1 (stereo not given) | 104 | 99 | 79 | 105 | 102 | 106 | 122 | 102
C=CC1=C(C)/C(=C\c2[nH]c(Cc3[nH]c(/C=C4\NC(=O)C(C)=C4C=C)c(C)c3CCC(=O)O)c(CCC(=O)O)c2C)NC1=O | 99 | 96 | 71 | 108 | 103 | 95 | 120 | 102
O=C(O)c1ccc(-n2c(=O)n(-c3cccc(C(F)(F)F)c3)c(=O)c3cc(-c4ccc(F)cc4F)ccc32)cc1 | 18 | 2.5* | 8.0* | 25 | 22 | -5.1* | 4.3* | 31
COc1cc2oc(-c3cccc(NC(=O)c4cc(NC(=O)[C@H](C)N)ccc4Br)c3)cc(=O)c2c(OC)c1OC | 72 | 128 | 41 | 108 | 72 | 60 | 88 | 52
CCCCCCCCCCCCCCCCCC1=NC(CC)CO1 (stereo not given) | 113 | 99 | 83 | 95 | 101 | 104 | 105 | 96
O=S(=O)(Cc1ccccc1)C(c1ccccc1)S(=O)(=O)Cc1ccccc1 | 102 | 103 | 75 | 100 | 101 | 97 | 103 | 104
COc1ccc(C2=NN(C(C)=O)C(c3cc(OC)c(OC)c(OC)c3)C2)cc1 (stereo not given) | 93 | 108 | 80 | 111 | 108 | 109 | 152 | 112
NC(N)=NS(=O)(=O)c1ccc(NC2=C(I)C(=O)c3ncccc3C2=O)cc1 | 97 | 88 | 75 | 112 | 110 | 101 | 118 | 93
COc1ccc(-c2nc(SCC(=O)c3ccc(C#N)cc3)[nH]c(=O)c2C#N)cc1 | 93 | 85 | 86 | 85 | 97 | 90 | 98 | 96

3 entries out of the list, ordered by molecular weight, largest number first.
SMILES | IGROV1 | SK-OV-3 | UO-31 | OVCAR-5 | 786-0 | SN12C | TK-10 | OVCAR-4
COc1cc2oc(-c3cccc(NC(=O)c4cc(NC(=O)[C@H](C)N)ccc4Br)c3)cc(=O)c2c(OC)c1OC | 72 | 128 | 41 | 108 | 72 | 60 | 88 | 52
COc1ccc(C(C)c2cc(OC)c(OC)c(OC)c2)cc1 (stereo not given) | 28 | 33 | 47 | 50 | 23 | 39 | 68 | 34
CC(=O)C1=C(C)NC(NN)=NC1c1ccc([N+](=O)[O-])cc1 (stereo not given) | 104 | 99 | 79 | 105 | 102 | 106 | 122 | 102

4 of the compounds above, as labelled records.
CC1CC(c2c(O)cc(O)c3c(=O)c(O)c(-c4ccc(O)cc4)oc23)NC1=O (stereo not given)
  IGROV1: 111
  SK-OV-3: 95
  UO-31: 85
  OVCAR-5: 102
  786-0: 101
  SN12C: 103
  TK-10: 91
  OVCAR-4: 106
COc1ccc(C(C)c2cc(OC)c(OC)c(OC)c2)cc1 (stereo not given)
  IGROV1: 28
  SK-OV-3: 33
  UO-31: 47
  OVCAR-5: 50
  786-0: 23
  SN12C: 39
  TK-10: 68
  OVCAR-4: 34
O=C1Nc2ccccc2C12CCCc1ccccc12 (stereo not given)
  IGROV1: 104
  SK-OV-3: 95
  UO-31: 91
  OVCAR-5: 93
  786-0: 102
  SN12C: 106
  TK-10: 99
  OVCAR-4: 96
CC(=O)C1=C(C)NC(NN)=NC1c1ccc([N+](=O)[O-])cc1 (stereo not given)
  IGROV1: 104
  SK-OV-3: 99
  UO-31: 79
  OVCAR-5: 105
  786-0: 102
  SN12C: 106
  TK-10: 122
  OVCAR-4: 102

More entries
SMILES | IGROV1 | SK-OV-3 | UO-31 | OVCAR-5 | 786-0 | SN12C | TK-10 | OVCAR-4
CC(C)(C)c1ccc(OP(=S)(N/N=C/c2ccccc2O)Oc2ccc(C(C)(C)C)cc2)cc1 | 64 | 65 | 61 | 92 | 69 | 73 | 74 | 65
CCOC(=O)N/N=C/c1ccc(N(C)C)cc1 | 98 | 118 | 95 | 109 | 100 | 86 | 104 | x
CC1=Nc2cnc(Nc3ccc(N4CCOCC4)cc3)nc2Nc2ccccc21 | 51 | 82 | 69 | 94 | 97 | 75 | 97 | 80
c1coc(CNc2cc(Nc3ccc(OCCN4CCCC4)cc3)ncn2)c1 | 100 | 100 | 81 | 90 | 102 | 98 | 109 | 108
CC1CN(Cc2ccccc2)C(=O)NC1=O (stereo not given) | 124 | 111 | 86 | 115 | 112 | 91 | 104 | 123
Cc1ccc(C(=O)CSc2nnc(-c3ccc(-c4ccc(Cl)cc4)nc3C)o2)cc1 | 92 | 98 | 94 | 102 | 104 | 100 | 191 | 101
CN(C1c2ccccc2Oc2ccccc21)S(=O)(=O)c1ccc2ccccc2c1 | 69 | 86 | 59 | 77 | 78 | x | 85 | 69
CCOC(=O)CCC[P+](c1ccccc1)(c1ccccc1)c1ccccc1 | 66 | 99 | 87 | 95 | 101 | 82 | 96 | 82
C=CCc1ccc(OC(C)=O)c(OC)c1 | 102 | 78 | 90 | 100 | 98 | 106 | 97 | 97
CCCn1c(N)c(C(=O)CSc2n[nH]c(-c3ccccc3F)n2)c(=O)n(C)c1=O | 103 | 114 | 93 | 106 | 85 | 103 | 97 | 90
CC(=O)Oc1cc([N+](=O)[O-])c2ncccc2c1 | 74 | 88 | 73 | 102 | 110 | 77 | 124 | x
COc1ccccc1C(=O)O | 112 | 108 | 91 | 102 | 113 | 97 | 116 | 105
[N-]=[N+]=NCc1cccc(/C(O)=C/C(=O)C(=O)O)c1 | x | 107 | x | 64 | 97 | 90 | 107 | 95
C=CC(C)(C)[N+](C)(C)C | 110 | 101 | 90 | 103 | 101 | 104 | 97 | 112
O=S(=O)(NCCCNc1nccc(-c2c(-c3cccc(F)c3)nc3sccn23)n1)c1ccc(F)cc1 | 37 | 82 | 39 | 130 | 74 | 71 | 100 | 66
CCCCn1cc(CCCCCC(=O)CC(=O)N[C@H]2CCOC2=O)nn1 | 107 | 114 | 91 | 100 | 102 | 98 | 113 | 109
COC(CCCl)c1ccc(Cl)cc1 (stereo not given) | 100 | 106 | 84 | 96 | 100 | 106 | 86 | 108
COc1cc(-c2c(C(N)=O)nnn2-c2cc(OC)c(OC)c(OC)c2)cc(OC)c1OC | 129 | 102 | 87 | x | 101 | 104 | 100 | 101
CC(C)c1ccc(S(=O)(=O)n2cc(C(=O)C(=O)Nc3ccncc3)c3ccccc32)cc1 | 77 | 86 | 67 | 81 | 89 | 81 | 106 | 88
COc1ccc2nc3cc(Cl)ccc3c(Nc3ccc([N+](=O)[O-])cc3)c2c1 | 97 | 85 | 61 | 108 | 96 | 92 | 93 | 85
Nc1ccc(O)c(O)c1O | 127 | 109 | 92 | 116 | 107 | 102 | 114 | 104
CCOC(=O)CNP(=O)(OC[C@@H](Cc1ccccc1)NC(=O)c1cc2ccccc2s1)Oc1ccccc1 (stereo not given in full) | 80 | 91 | 81 | 95 | 90 | 85 | 109 | 88
COc1ccc(/C=C/C(=O)c2ccc(-c3cc4ccccc4oc3=O)nc2C)cc1 | 97 | 112 | 90 | 107 | 102 | 91 | 142 | 101
CCCCOc1nc2ccc(C)cc2cc1/C=C/c1cc(/C=C/c2cc3cc(C)ccc3nc2OCCCC)[nH]n1 | 107 | 101 | 91 | 106 | 100 | 93 | 104 | 122
OC12Cc3ccccc3C1=NN(c1ccccc1)C2c1ccccc1 (stereo not given) | 68 | 94 | 50 | 86 | 95 | 76 | 103 | 81
Cc1ccc(OC(=O)c2ccccc2C)cc1 | 102 | 89 | 85 | 101 | 107 | 104 | 95 | 112
COc1cc(NC(=O)c2ccc(C)cc2)ccc1C(=O)NC(=S)Nc1ccc(C(=O)O)cc1 | 73 | 69 | 52 | 94 | 107 | 93 | 119 | 96
COc1cc(-c2cc(/C=C3\C(=O)Nc4ccccc43)[nH]n2)cc(OC)c1OC | 43 | 87 | 37 | 78 | 84 | 54 | 68 | 42
COc1ccc(/C=N\NC(=O)c2cc(-c3ccc(Cl)cc3)n(-c3ccc(S(N)(=O)=O)cc3)n2)cc1 | 92 | 99 | 84 | 99 | 99 | 88 | 127 | 98
O=C(O)c1nc(-c2cccc(Cl)c2)nc2ccccc12 | 102 | 100 | 79 | 96 | 101 | 99 | 129 | 98
CC(=O)c1ccc(NC(=O)Cn2nc(C(F)(F)F)nc2N)cc1 | 100 | 93 | 87 | 106 | 103 | 108 | 95 | 117
